# Screens (PubChem)
# PG9 Ab binder = binds the HIV-1 gp120 antibody PG9; TR-FRET gp120-PG9 antibody binding; inhibition, % at 6.7 µM; 360,000 compounds, 0.43% hits; in the data active = inhibition above about 8.5%
# DAX1 inh-1 = DAX1 (NR0B1) inhibition, primary screen. inhibition, % at 6.8 µM. 370,000 compounds, 1.1% hits. HEK293T StAR-luciferase reporter, SF-1/DAX-1 repression relief. AID 652010;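 active = inhibition above the mean over all tested compounds plus 3 SD, cut at about 3.6% in these data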;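 also: 0% = DAX-1 cells with DMSO and 100% = cells lacking DAX-1 with DMSO; higher inhibition means more luminescence from relief of DAX-1 repression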
# GC-A act = GC-A (human) enzyme activation | P16066 | HEK293 GC-A cells, cGMP TR-FRET, EC30 ANP; 0% at EC30 ANP, 100% saturating ANP | activation, % at 10 µM | 370,000 compounds, 0.14% hits; in the data active = activation above about 40%
# ADAM10 inh = inhibits human ADAM10; recombinant ADAM10, EDANS/DABCYL FRET peptide cleavage, 3 h; 370,000 compounds, 0.62% hits; inhibition, % at 7 µM; AID 720582;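 active = inhibition above a per-campaign cutoff equal to the mean of compounds falling between control-based bounds plus 3 SD, cut at about 20% in these data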;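 also: 0% = DMSO wells while the 100% control is not disclosed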
# ssDAF12 agonist = activates DAF-12 receptor from parasite S. stercoralis; HEK293 ssDAF-12/GRIP1 lit1-tk-luc reporter, luminescence; % of 3 µM dafachronic acid response; activation, % at 6.8 µM; 370,000 compounds, 1% hits; AID 652126;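 active = activation above the mean over all tested compounds plus 3 SD, cut at about 0.9% in these data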;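 also: 0% = DMSO-only wells and 100% = 3 µM delta7-dafachronic acid wells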
# GAA850 FXN act = increases GAA850 frataxin promoter reporter activity | activation, % at 6 µM | HEK293 lucGAA850 FXN promoter luciferase reporter, 24 h; percent of 10 µM SAHA response | 360,000 compounds, 0.56% hits;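 active = activation above the average of all compounds screened plus 3 SD, cutoff fixed separately per campaign, cut at about 7.5% in these data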;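 also: 0% = DMSO wells and 100% = 10 µM SAHA wells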
# SMARCA2 act = SMARCA2 function activation, primary screen; MG213 cells, MMTV-luciferase reporter, dexamethasone, overnight; 370,000 compounds, 1% hits; activation, % at 9.1 µM; AID 652017; in the data active = activation above about 7.8%;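 also: 0% = vehicle wells and 100% = reference activator wells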
# hgDAF-12 ag = agonists of H. glycines DAF-12 nuclear receptor. HEK293 GAL4-hgDAF12 UAS-luciferase reporter, agonist luminescence; normalized to butyrate control. activation, % at 6.8 µM. 370,000 compounds, 1.8% hits. AID 687014;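 active = activation above a cutoff set at the mean of all screened compounds plus 3 SD, cut at about 10% in these data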;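 also: 0% = DMSO wells and 100% = sodium butyrate wells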
# ADAM17 inh = inhibits human ADAM17; P78536; recombinant ADAM17, EDANS/DABCYL FRET peptide cleavage; inhibition, % at 6.95 µM; 370,000 compounds, 0.83% hits;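 active = inhibition above the mean of compounds lying between control limits plus 3 SD, set per campaign, cut at about 8.5% in these data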;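 also: 0% = DMSO-only wells as the low control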
# Target sequence (P78536 215-824 limits assumed): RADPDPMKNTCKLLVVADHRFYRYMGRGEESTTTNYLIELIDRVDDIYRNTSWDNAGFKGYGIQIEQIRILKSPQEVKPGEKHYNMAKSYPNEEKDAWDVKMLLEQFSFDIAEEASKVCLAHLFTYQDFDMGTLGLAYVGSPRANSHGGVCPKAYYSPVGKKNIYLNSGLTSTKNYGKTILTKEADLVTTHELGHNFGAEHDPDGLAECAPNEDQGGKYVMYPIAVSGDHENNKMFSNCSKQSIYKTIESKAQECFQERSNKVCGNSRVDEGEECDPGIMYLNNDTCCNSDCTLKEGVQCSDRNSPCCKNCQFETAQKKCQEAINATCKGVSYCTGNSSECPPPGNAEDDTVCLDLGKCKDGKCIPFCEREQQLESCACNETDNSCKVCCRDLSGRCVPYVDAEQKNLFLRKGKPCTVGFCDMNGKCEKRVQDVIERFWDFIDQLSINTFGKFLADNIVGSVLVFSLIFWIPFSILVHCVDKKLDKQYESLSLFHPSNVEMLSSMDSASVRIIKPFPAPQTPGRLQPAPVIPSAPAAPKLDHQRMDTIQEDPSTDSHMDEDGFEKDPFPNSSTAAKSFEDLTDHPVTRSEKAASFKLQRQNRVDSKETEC
# DAX1 inh-2 = inhibits human nuclear receptor DAX1 | HEK293 Gal4-DAX1 luciferase reporter, luminescence | AID 504766 | inhibition, % at 6.75 µM | 340,000 compounds, 0.99% hits;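 active = inhibition above the mean over all tested compounds plus 3 SD, cut at about 4.2% in these data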;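 also: 0% = DAX1-transfected cells with DMSO and 100% = empty-vector control cells with DMSO; inhibition shows as a rise in luminescence from relieved DAX1 repression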
# Target sequence (P51843 207-470 limits assumed): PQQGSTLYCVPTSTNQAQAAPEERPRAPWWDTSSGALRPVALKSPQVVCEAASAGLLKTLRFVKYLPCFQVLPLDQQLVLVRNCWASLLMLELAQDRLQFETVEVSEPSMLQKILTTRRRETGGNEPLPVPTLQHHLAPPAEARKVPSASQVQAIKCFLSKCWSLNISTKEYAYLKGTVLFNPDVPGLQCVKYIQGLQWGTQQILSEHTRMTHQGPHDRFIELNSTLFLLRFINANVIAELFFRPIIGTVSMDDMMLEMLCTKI
# hcDAF-12 act = activators of H. contortus DAF-12 nuclear receptor; HEK293 hcDAF-12 lit1-tk-luc reporter, luminescence; 0% DMSO, 100% Δ7-dafachronic acid; activation, % at 6.8 µM; 370,000 compounds, 1.4% hits; AID 652067;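 active = activation above the mean of all tested compounds plus 3 SD, cut at about 5.5% in these data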;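 also: 100% = response to 3 µM Δ7-dafachronic acid high control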
# * = called active by the depositor; i = inactive; / = not tested or not shown.
SMILES	PG9 Ab binder	DAX1 inh-1	GC-A act	ADAM10 inh	ssDAF12 agonist	GAA850 FXN act	SMARCA2 act	hgDAF-12 ag	ADAM17 inh	DAX1 inh-2	hcDAF-12 act
O=C(COC(=O)c1ccc([N+](=O)[O-])o1)Nc1ccc(F)cc1	-1.5	-2.0	1	-5	-1.0	-0.2	2	0.3	-2	-0.7	-0.4
CC1CN(C(=O)N2CCCCC2)CCN1C(=O)N1CCCCC1 (stereo not drawn)	-0.9	0.1	-1	-4	-1.4	2.6	3	1.2	-4	/	0.4
CC(C)(C)N/N=C/c1cc(Cl)cc([N+](=O)[O-])c1O	-1.2	0.4	-2	2	-0.7	0.4	-1	1.1	-2	0.0	-1.9
Cc1noc(C)c1COc1ccccc1C(=O)NCCOc1ccccc1F	-0.2	1.3	-1	-2	-1.2	0.9	3	-0.6	-4	0.1	1.8
S=C(Nc1cccnc1)N1CCN(c2ccccc2Cl)CC1	0.2	-0.2	2	-2	-0.9	3.0	-2	0.3	-1	-1.6	-1.3
Cc1cc(N2CCN(C)CC2)nc2ccc(NC(=S)N3CCN(c4ccc(Cl)cc4)CC3)cc12	-0.3	-0.2	5	-435	-0.7	0.8	-1	0.5	-189	-1.0	-0.8
Cn1c(CN2CCOCC2)nnc1SCc1ccccc1	0.1	-0.5	5	0	-1.1	0.7	-3	0.1	-2	-0.1	-1.3
CC(C)OCCCNC(=O)NC(=O)c1ccc(Cl)cc1	0.0	-0.4	6	4	-0.7	1.5	4	2.8	-1	-0.2	-0.3
CCN(CC(=O)Nc1ccccc1C(F)(F)F)C(=O)C1CSC2(C)CCC(=O)N12 (stereo not drawn)	-0.4	0.7	1	-10	-0.7	0.5	0	4.8	2	1.1	-1.6
COc1ccc(C2/C(=C(/O)c3ccc4c(c3)CC(C)O4)C(=O)C(=O)N2Cc2ccncc2)cc1 (stereo not drawn)	2.5	-0.1	6	-7	-0.9	2.6	2	0.0	-2	-1.2	-3.0
Cc1ccc(CCNC(=O)C23CN(Cc4ccccc4)CC2C(c2cccc([N+](=O)[O-])c2)=NO3)cc1 (stereo not drawn)	3.1	-0.7	-4	10	-1.0	1.4	0	-0.6	2	-1.2	-2.0
CCN(C(=O)CSc1nnnn1-c1ccc(OC)cc1)C1CCS(=O)(=O)C1 (stereo not drawn)	0.1	-1.1	0	-11	-0.4	1.2	-2	-0.5	-2	1.3	-1.8
COc1ccccc1N1CCN(C(=O)/C=C/c2ccccc2)CC1	-0.7	-0.8	-3	2	-0.8	1.2	-4	-1.9	-2	-0.7	-1.8
CNc1ccc(-c2cccc([N+](=O)[O-])c2)cn1	-0.3	0.0	-3	-6	-1.6	1.8	-1	3.0	-2	/	-0.2
CCN(CC)c1nc2n(c(=O)n1)CCN2CC	0.0	-0.7	3	3	-1.1	-1.3	-1	1.3	-2	0.5	-0.5
COc1cccc(/C=C/C(=O)N2CCN(S(=O)(=O)c3ccccc3)CC2)c1	0.5	-1.2	0	-69	0.4	-2.7	-4	-1.3	-13	1.1	-1.8
Cc1ccc(C(=O)Nc2ccc(S(=O)(=O)N3CCc4ccccc4C3)cc2)o1	-3.2	-1.0	-6	9	-2.0	2.4	2	1.2	7	0.3	-1.7
COc1ccc(NC(=O)CNC(=O)Cc2cccc3ccccc23)c(OC)c1	1.3	-1.2	0	-12	-1.0	0.8	-3	-3.0	-1	-0.7	-1.9
CCOC(=O)Cn1nc(C)n(-c2ccc(Br)cc2)c1=O	-1.7	-0.4	-1	4	-0.9	-2.4	-5	-1.4	2	0.2	-2.3
O=C(/C=C/c1ccccc1Cl)c1ccc[nH]1	0.5	-0.1	6	3	-0.9	7.0	1	1.1	8	-1.3	1.9
CCc1cccc(CC)c1NC(=S)NCc1ccc2[nH]c(C)cc2c1	-1.1	-0.6	-1	-6	-1.4	-3.7	-2	-0.4	-3	0.5	0.3
COc1ccc(C2=NS(=O)(=O)N(C)C(C(=O)Nc3ccc(OC)c(OC)c3)=C2)cc1	-1.4	-1.5	3	11	-1.4	-1.2	0	-2.6	3	0.1	-2.5
O=C(OCC(=O)N1CCN(C(=O)c2ccco2)CC1)c1cn(-c2ccccc2)nc1-c1ccccc1	1.1	-0.4	-5	4	-1.6	-2.7	0	-2.9	3	0.2	-0.2
CN(C)C(CNc1ccc([N+](=O)[O-])cc1C#N)c1ccccc1 (stereo not drawn)	-1.1	1.2	1	2	-1.4	-0.3	-1	0.1	-2	-0.1	-0.8
N=c1c(C(=O)NCc2ccc3c(c2)OCO3)cc2c(=O)n3ccccc3nc2n1Cc1cccnc1	6.4	-0.9	18	-131	-1.4	-2.2	-1	-2.3	-28	-0.1	1.1
CC1=CC=CC2=NC(=O)CC(C)(C(=O)O)N12 (stereo not drawn)	0.8	-0.8	-1	i	-1.6	1.1	-3	0.5	-359	1.0	3.1
CCCn1cnc2c(oc3ccccc32)c1=O	0.0	0.2	-2	2	-1.4	1.7	2	2.7	0	0.9	1.0
CCOc1ccc2nc(NC(=O)c3ccoc3C)sc2c1	0.1	2.5	7	-24	0.4	-0.2	3	11*	-5	-2.6	6.2*
Cc1ccc(CNCC(=O)Nc2ccc(N3CCOCC3)cc2)cc1	-1.8	1.0	-1	0	-1.5	-0.4	-4	2.5	2	-1.2	-1.1
O=C(CSCc1nc2ccccc2[nH]1)Nc1ccc2ccccc2c1	-0.9	0.8	-13	1	-1.3	3.8	-5	-3.5	5	-0.9	-0.6
O=C(Nc1ncn[nH]1)c1ccc(Cl)cc1Cl	0.8	1.9	-6	10	-1.1	-1.3	-5	0.1	-1	-0.3	-0.3
CCOC(=O)C1CCN(S(=O)(=O)c2ccc(OC)c(OC)c2)CC1	-0.6	0.7	0	4	-1.8	0.9	-1	0.2	-2	-1.0	2.4
N#CCSc1nc2[nH]ncc2c(=O)n1-c1ccccc1Br	2.6	-0.6	3	7	-1.3	0.4	-1	0.4	-4	-0.9	-2.1
O=C(C(=O)N1CCN(c2ccc(F)cc2)CC1)c1cn(CC(=O)N2CCOCC2)c2ccccc12	-0.7	0.3	8	0	-0.3	0.7	-2	-3.1	0	0.9	-1.5
CC(C)(C)c1ccc(S(=O)(=O)/N=C2\C=C(NS(=O)(=O)c3ccccc3)C(=O)c3ccccc32)cc1	-2.0	0.3	-6	0	-0.1	5.9	-1	-3.2	1	-0.3	2.1
Cc1ccc(S(=O)(=O)CCC(=O)OCC(=O)NCC(=O)Nc2c(C)cc(C)cc2C)cc1	-1.1	-0.2	2	-2	-0.2	3.0	0	0.8	0	0.5	-1.6
COc1ccc([C@H]2CC(=O)C=C(c3ccc(OC(F)(F)F)cc3)C2)cc1OC	-1.1	-0.6	0	21*	-1.4	0.1	0	-3.7	4	-1.1	-2.7
NS(=O)(=O)c1ccc(NC(=O)Nc2ccc(Cl)cc2)cc1	-2.7	-0.6	-2	19	-1.6	3.6	2	12*	3	-0.1	0.6
CCCCC(=O)N/N=C(\C)c1cccc(NC(=O)C2CC2)c1	-1.0	0.5	-2	-2	-1.5	-0.5	2	-1.5	-1	1.7	-0.3
COc1ccc(C2C(=O)N(C3CCCCC3)CC(=O)N2C2CCCC2)cc1 (stereo not drawn)	-3.2	-0.9	-5	-6	-1.1	0.1	2	0.8	1	2.1	-0.6
COc1cccc(/C=N/Nc2nc(C)cc(=O)[nH]2)c1OC	-1.4	0.5	2	-12	-0.7	0.6	-2	2.8	-2	-1.1	0.6
COc1cccc(C=NNC(=S)NC2CC3CCC2C3)c1O (stereo not drawn)	-3.6	3.6	4	-7	0.5	/	-3	7.2	-8	/	4.0
Cc1ccc2c(c1)N(CC(=O)NCCC1=CCCCC1)C(=O)c1cccnc1O2	-0.4	-1.1	-2	0	-1.7	0.0	-1	-1.3	3	-1.4	-1.3
COc1ccc(C(=O)NCCSc2ccccc2)cc1	-1.3	5.1*	-1	9	0.4	0.2	2	12*	2	-1.2	7.4*
Cc1ccc(NC(=O)CCc2nc3ccccc3s2)c(O)c1	-0.5	-0.3	0	-3	-0.6	2.5	0	0.9	-3	-0.3	2.2
O=C(c1n[nH]c(=O)c2ccccc12)N1CCN(C2c3ccccc3-c3ccccc32)CC1	2.3	0.6	-33	0	-1.0	-0.9	2	-1.7	0	0.3	-1.5
CCOC(=O)C1CCCN(CC(O)COc2cccc(C)c2)C1 (stereo not drawn)	-1.3	0.4	2	6	-1.4	0.7	-2	0.8	3	-0.4	-1.3
COc1ccc(CN2CCN(Cc3c[nH]c4ccccc34)CC2)cc1OC	-0.5	-0.2	-3	-12	-0.1	3.4	-1	1.6	-5	0.7	4.2
CN(C(=O)COC(=O)CSc1ccc([N+](=O)[O-])cc1)C1CCS(=O)(=O)C1 (stereo not drawn)	-0.5	-0.6	-2	6	1.5*	1.7	-1	-0.7	-4	0.2	0.1
Cc1cccc(Nc2nc(NCc3ccco3)nc(N)c2[N+](=O)[O-])c1	0.6	0.1	0	5	-1.8	3.5	1	-0.9	-3	1.0	-1.3

# Going on with the list.
SMILES	PG9 Ab binder	DAX1 inh-1	GC-A act	ADAM10 inh	ssDAF12 agonist	GAA850 FXN act	SMARCA2 act	hgDAF-12 ag	ADAM17 inh	DAX1 inh-2	hcDAF-12 act
Cc1cccc(CCNC(=O)Cn2ncc3c([nH]c4ccc(C)cc43)c2=O)c1	1.6	0.2	1	-9	-0.9	3.3	-1	2.2	-1	0.2	-0.2
COc1cc(/C=N/NS(=O)(=O)c2ccc(C)c([N+](=O)[O-])c2)cc([N+](=O)[O-])c1O	-6.0	-0.5	-4	1	-1.3	2.9	-3	0.4	-1	-0.7	-1.4
COCCN(C(=O)CCc1nnc(CCc2c[nH]c3ccccc23)o1)C(C)C	-1.3	-0.7	4	-1	-1.6	-0.2	2	0.6	0	1.2	1.6
C#Cc1ccc([C@@H]2C=C(C(=O)Nc3ccccc3)O[C@H](OCC)[C@H]2CCCO)cc1	0.3	-0.1	0	16	-1.7	-1.2	-1	-1.7	11*	0.4	-3.0
CCOC(=O)c1c(NC(=O)CN2CCN(S(=O)(=O)c3cc(Cl)ccc3Cl)CC2)sc(C(=O)N(C)C)c1C	2.5	-3.7	1	-3	-2.5	0.6	-4	-5.6	5	-1.3	-4.5
Cc1nccn1CCc1nc(N)nc(N)n1	-1.5	0.4	-2	8	-0.8	1.1	5	-1.0	-3	-0.6	-2.4
C[C@H](CO)N1C[C@H](C)[C@@H](CN(C)C(=O)NC2CCCCC2)Oc2c(cccc2N(C)C)C1=O	0.8	0.1	-1	-3	-1.5	-1.8	1	0.7	-3	0.4	-1.2
CCOc1ccc(C(=O)NCCO)cc1	-0.4	-0.1	0	-2	-0.6	2.1	1	-1.6	-2	0.2	1.2
